ARNT TACC3 PPI: ARNT/TACC3 interaction disruption | 390,000 tested, 0.66% active | Q9Y6A5 | AlphaScreen His-ARNT PAS-B/GST-TACC3 binding, luminescence; TACC3 fragment carries E629A point mutation | inhibition, % at 9.99 µM;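 active = mean inhibition of replicates at least 50% and at least half of replicates each reaching 50%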;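 also: 0% = complete ARNT plus TACC3 wells and 100% = ARNT alone without TACC3; many hits fall short of the cut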
GSIS activator: GLuc luminescence reporter in INS-1E cells, primary screen for activators of glucose-dependent secretion of insulin; INS-1E GLuc reporter insulin secretion, 2-3 h; activation, % at 16.6 µM; 370,000 tested, 0.61% active; AID 743287;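 active = lowest replicate activation of at least 40%, so every replicate reaches that level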;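 also: 0% = median of neutral control wells and 100% = median of IBMX positive control wells; some compounds called inactive have numbers as strong as hits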
* marks the source's active call; other numbers are inactive results. A portion of the library, so the mix of outcomes need not match the whole.

SMILES	ARNT TACC3 PPI	GSIS activator
O=C1NC(c2ccccc2)=NC1(NS(=O)(=O)c1ccccc1)C(F)(F)F (stereo not drawn)	-5	-3
O=C(Nc1cccc(O)c1)c1cccc(S(=O)(=O)N2CCCC2)c1	9	1
Cc1ccc(NC(=O)CNS(=O)(=O)c2cccs2)cc1F	-3	6
COc1cc(Cl)ccc1NC(=S)N(CCCN1CCOCC1)Cc1cn(C)c2ccccc12	1	-8
C=CCn1c(SCC(=O)Nc2ccc3c(c2)OCO3)nnc1-c1ccccc1O	8	-7
CC1(c2ccc3noc(-c4ccc(Cl)cc4)c3c2)OCCO1	-2	2
c1ccc(N2CCN(c3cnccn3)CC2)nc1	1	3
C=CCCC(=O)Nc1ccc(COC(=O)N2CCOCC2)cc1	3	0
OCC1CCCN(Cc2ccc(-c3ccccc3)cc2)C1 (stereo not drawn)	-1	10
COc1ccc(NC(=O)c2ccco2)cc1NC(=O)c1cccs1	-16	4
CCC1(C)Cc2c(sc3nnn(CC(=O)Nc4ccc(C)cc4)c(=O)c23)CO1 (stereo not drawn)	0	-25
O=C1CSc2ccc(C(=O)N3CCN(c4ccccn4)CC3)cc2N1	-4	7

Quoted from the listing.
Value for CC1(c2ccc3noc(-c4ccc(Cl)cc4)c3c2)OCCO1 in ARNT TACC3 PPI: -2
Value for COc1ccc(NC(=O)c2ccco2)cc1NC(=O)c1cccs1 in ARNT TACC3 PPI: -16
Value for COc1cc(Cl)ccc1NC(=S)N(CCCN1CCOCC1)Cc1cn(C)c2ccccc12 in ARNT TACC3 PPI: 1

Other records follow:
SMILES	ARNT TACC3 PPI	GSIS activator
CCOC(=O)Nc1ccc2c(c1)N(C(=O)CCN1CCN3CCCC3C1)c1ccccc1CC2 (stereo not drawn)	4	-2
O=C(/C=C/c1ccccc1Cl)NCc1ccccc1	2	-20
COc1cc2c(cc1OC)-c1nnnn1C(C)(C)C2	-3	48
C/C(Cn1nc([N+](=O)[O-])cc1C)=N\NC(=O)c1cccc(Br)c1	5	-6
Cc1cc(C2C(=O)CC(=O)CC2c2ccccc2)on1 (stereo not drawn)	1	-9
O=C(c1noc2c1CCc1ccccc1-2)N1CCCc2ccccc21	3	-25
CN1C2C=C3C(C#N)=C(N)C(C#N)(C#N)[C@H](c4c(F)cccc4F)[C@H]3C1CC2 (stereo partly drawn)	1	-3
Cc1nc2scc(-c3cccs3)c2c(=O)[nH]1	1	4
CC(=O)Nc1ccc2c(c1)C(=O)N(C1CCCCC1)C2=O	0	46
CCOC(=O)c1sc2ccc(S(=O)(=O)N3CCOCC3)cc2c1N	3	-29
COc1cc(OC)c(C2=NOC(C(=O)Nc3cc(C)nn3-c3ccccc3)C2)cc1Cl (stereo not drawn)	-1	4
Cc1cccc(-n2nc3c(c2NC(=O)c2ccc(Br)o2)CSC3)c1C	-6	7
O=S(=O)(c1ccccc1)N1c2cc(Cl)ccc2Oc2nc3ccccc3nc21	1	-10
CCCC/C(C)=N\NC(=O)CNS(=O)(=O)c1ccc([N+](=O)[O-])cc1	10	19
CC(Sc1c[nH]c2ccccc12)C(=O)O (stereo not drawn)	2	5
CC1CCCN(C(=O)N2c3ccccc3Sc3ccccc32)C1 (stereo not drawn)	0	-15
CCCCc1c(O)nc(SCC(=O)N2CCCCC2)n(-c2ccccc2C)c1=O	-6	0
CC1CC(=O)N(CC(=O)NCc2ccco2)c2ccccc2S1 (stereo not drawn)	-1	-5
ONC(=Nc1ccccc1)C(=Nc1ccccc1)NO	-3	2
COc1ccc(C2SCC(=O)N2c2c(C)n(C)n(-c3ccccc3)c2=O)c(OC)c1 (stereo not drawn)	4	3
N/C(Cc1cccs1)=N\OC(=O)COc1ccc(Cl)cc1Cl	-10	-7
CN1CCN(S(=O)(=O)c2cccc(C(=O)Nc3nc(-c4ccccc4)cs3)c2)CC1	11	-21
O=S(=O)(Cc1cc(Cl)nc(-c2ccccc2)n1)c1ccccc1	-3	30
COc1cc(CNCc2ccco2)ccc1OCc1ccccc1	-2	-26
CC(C)(C)n1c(=O)[nH]c2c(c1=O)CCC2	3	6
COc1ccc(CC(=O)Nc2ccc(-c3noc(-c4ccc(Cl)cc4)n3)cc2)cc1	-2	26
Cc1nc2cc(NC(=O)NCc3ccco3)ccc2n1C	-6	29
CN1CCN(CC(O)COc2ccc(Cl)cc2)CC1 (stereo not drawn)	-8	25
Cc1cccc(NC(=O)CCn2nc(C)cc2C)c1	-4	-5
CC(=O)c1ccc(Oc2cc(C)nc(NCc3ccccc3)n2)cc1	-1	25
Cc1cc(-c2cccnc2)c(C#N)c(SCc2cccc(F)c2)n1	-10	-15
COCCOc1cc(NC(=O)c2sccc2Oc2ccc([N+](=O)[O-])cc2F)c(Cl)cc1Cl	-4	-27
COC(=O)C1C(=O)C2=C(CC1C)NC(C)=C(C(=O)OC(C)C)C2c1ccc(C)o1 (stereo not drawn)	3	-8
O=C(NN1C(=O)C2C3C=CC(C4CC34)C2C1=O)c1ccc(Cl)cc1 (stereo not drawn)	2	4
O=Cc1cn(-c2ccccc2)nc1-c1ccc2c(c1)OCCO2	-5	-3
Cc1ccc(-c2csc(=S)n2CC(=O)OCC(=O)NC(C)C(C)C)cc1 (stereo not drawn)	4	-32

Some of these compounds in order of the ARNT TACC3 PPI value, descending:
SMILES	ARNT TACC3 PPI	GSIS activator
CC(C)(C)n1c(=O)[nH]c2c(c1=O)CCC2	3	6
COc1ccc(CC(=O)Nc2ccc(-c3noc(-c4ccc(Cl)cc4)n3)cc2)cc1	-2	26
COCCOc1cc(NC(=O)c2sccc2Oc2ccc([N+](=O)[O-])cc2F)c(Cl)cc1Cl	-4	-27
Cc1nc2cc(NC(=O)NCc3ccco3)ccc2n1C	-6	29
Cc1cc(-c2cccnc2)c(C#N)c(SCc2cccc(F)c2)n1	-10	-15

Exported as labelled records: 4 of the compounds above.
compound: CN1CCN(CC(O)COc2ccc(Cl)cc2)CC1 (stereo not drawn)
  ARNT TACC3 PPI: -8 | GSIS activator: 25
compound: Cc1cccc(NC(=O)CCn2nc(C)cc2C)c1
  ARNT TACC3 PPI: -4 | GSIS activator: -5
compound: CC(=O)c1ccc(Oc2cc(C)nc(NCc3ccccc3)n2)cc1
  ARNT TACC3 PPI: -1 | GSIS activator: 25
compound: Cc1cc(-c2cccnc2)c(C#N)c(SCc2cccc(F)c2)n1
  ARNT TACC3 PPI: -10 | GSIS activator: -15

(cont.)
SMILES	ARNT TACC3 PPI	GSIS activator
COc1cccc(-c2noc(N)c2C#N)c1	1	41
Cc1c(NC(=O)CN2CCN(C(=O)c3ccco3)CC2)c(=O)n(-c2ccccc2)n1C	-9	35
CC(C)c1nc2ccccc2c2nnc(SCC(=O)NCc3ccco3)n12	2	-4
CS(=O)(=O)N(CC(=O)N1CCN(c2cccc(Cl)c2)CC1)c1ccccc1	2	-7
CCOC(=O)c1nnn(-c2nonc2N)c1-c1ccc(OCC)cc1	11	20
CCC(=O)Nc1ccc(N2CCCCC2)cc1	-5	23
CC(C)NCc1c(O)c(Br)cc2oc3c(c12)CCCC3	-16	3
CCn1cc(C2=NOC(C(=O)Nc3ccc4c(c3)OCO4)C2)c(C)n1 (stereo not drawn)	-4	20
COc1ccc(N(C(=O)Cn2nnc3ccccc32)C(C(=O)NCc2ccco2)c2ccc(C)o2)cc1 (stereo not drawn)	6	-15
O=[N+]([O-])c1cccc(Cl)c1NCCNS(=O)(=O)c1ccc(Cl)cc1	8	-23
COc1ccc(CN(CC(=O)NCC2CCCO2)C(=O)CCC(=O)Nc2cc(C)ccn2)cc1 (stereo not drawn)	0	23
O=C(OCc1ccc(Cl)cc1Cl)c1cccnc1Cl	-3	7
CCOC(=O)CC(NC(=O)c1cc2cc(Br)ccc2oc1=O)c1cccc([N+](=O)[O-])c1 (stereo not drawn)	0	-1
O=C(NCc1ccco1)c1ccc(Br)s1	0	-6
CN1CCN(C(=O)c2ccc(NS(=O)(=O)c3ccccc3)cc2)CC1	-9	-12
Cc1ccc(-c2noc(CN(C(=O)Cc3ccccc3)C(C)C)n2)cc1	-2	-21
CCC(=O)c1c[nH]c(C(=O)NCCc2ccccn2)c1	0	7
CCC(C)Sc1nnc(-c2c[nH]c3ccccc23)n1CCOC (stereo not drawn)	-26	7
CCn1cc(C2=NOC(C(=O)O)C2)c(C)n1 (stereo not drawn)	-12	7
COc1ccccc1-n1cnc2cc(C(=O)NC3CCCC3)ccc21	-4	-8
CC(C)(C)NC(=O)C(c1ccco1)N(C(=O)c1ccc(CN2CCOCC2)o1)c1ccccc1 (stereo not drawn)	8	12
Cc1cccc(-n2nc3c(c2NC(=O)c2ccc(S(=O)(=O)N4CCOCC4)cc2)CSC3)c1C	0	-19
O=C(NNC(=O)c1ccc(SCC2CCCO2)c([N+](=O)[O-])c1)c1ccc(Cl)c([N+](=O)[O-])c1 (stereo not drawn)	-1	0
COC(=O)C1(C(F)(F)F)N=C(N(C)C)OC(N(C)C)=N1	-4	4
COCCn1c(SCc2nc3cc(OC)c(OC)cc3c(=O)[nH]2)nnc1-c1ccncc1	6	6
COc1ccc(N2C(=O)C(OC(C)=O)C2c2ccc(C)cc2)cc1 (stereo not drawn)	-1	13
Cc1c(C(=O)OCC(=O)N2c3ccccc3CC2C)oc2ccccc12 (stereo not drawn)	33	7
CC1CCN(S(=O)(=O)c2ccc(NC(=O)CN3CCCC(C)C3)cc2)CC1 (stereo not drawn)	-22	-17
Cc1ccc(C)c(NS(=O)(=O)c2cc(C(=O)NCCC3=CCCCC3)ccc2C)c1	-4	-27
COc1ccc(-c2cc(C(=O)NCC(C)C)no2)cc1	1	9
CC1=C(C(=O)Nc2ccccc2)C(c2ccco2)C(C#N)=C(SCC(=O)Nc2cccc(C)c2C)N1 (stereo not drawn)	0	-10
CCOC(=O)c1c(CN(C)C)n(-c2ccc(C)cc2)c2cc(Br)c(O)cc12	-6	-28
O=C(Nc1ccc(N2CCCC2)cc1)c1ccccc1F	3	14
O=C(Cn1c(=O)n(-c2ccccc2)c(=O)c2sccc21)N1CCCC1	-4	19
CC1C/C(=C\c2cccnc2)C(=O)/C(=C/c2cccnc2)C1 (stereo not drawn)	2	-21
COc1cc(NC(=O)CCC(=O)O)nc(OC)n1	-1	16
CCOC(=O)C(/C=C(\C#N)C(=O)OCC)=C(/N)N1CCN(c2c(C)cccc2C)CC1	11	-13
CCNC(=O)c1c(NC(=O)C2COc3ccccc3O2)sc2c1CCCC2 (stereo not drawn)	-2	95
Cc1ccc2c(c1)c1c3n2CCN(C(=O)Cn2c(-c4ccccc4)noc2=O)C3CCC1 (stereo not drawn)	-6	-19
NC(=O)c1ccccc1OCC(=O)NC12CC3CC(CC(C3)C1)C2	2	22
O=C(O)CSCCC(=O)Nc1ccc(F)cc1	4	7
O=C(CNC(=O)c1ccco1)NCC(=O)OCc1cccc(Cl)c1	-1	-8
Cc1nc(Nc2ccc3c(c2)OCCO3)c2nnn(Cc3ccccc3Cl)c2n1	3	-36
CCOC(=O)N/N=C/c1cn(Cc2ccccc2Cl)c2ccccc12	4	-1
CCCCn1ccnc1C(=O)c1cc(S(=O)(=O)N2CCOCC2)ccc1C	-12	-17
CCOc1ccc(Oc2cc(NC(=O)c3ccco3)cc([N+](=O)[O-])c2)cc1	-6	-16
O=C(CNC1CCCCCC1)Nc1ccc(S(=O)(=O)NC2CC2)cc1	-3	17
O=C(O)c1cccc(Nc2nc(N3CCOCC3)nc(N3CCOCC3)n2)c1	-1	10

Complete entries from above.
Cc1c(NC(=O)CN2CCN(C(=O)c3ccco3)CC2)c(=O)n(-c2ccccc2)n1C reads ARNT TACC3 PPI: -9; GSIS activator: 35
O=C(NNC(=O)c1ccc(SCC2CCCO2)c([N+](=O)[O-])c1)c1ccc(Cl)c([N+](=O)[O-])c1 (stereo not drawn) reads ARNT TACC3 PPI: -1; GSIS activator: 0

More records:
SMILES	ARNT TACC3 PPI	GSIS activator
COc1ccc(/C(N)=N/OC(=O)c2cccc([N+](=O)[O-])c2)cc1	-41	19
COC(=O)c1[nH]c2ccc(C)cc2c1NC(=O)C1=COCCO1	-3	11
O=C(c1cc2ccccc2o1)n1nnc2ccccc21	-1	5
Cc1ccsc1/C=C/c1ccc2ccccc2n1	1	-10
O=C(C1CCCO1)N1CCN(C(c2ccccc2)c2ccccc2)CC1 (stereo not drawn)	-2	0
O=C(N1CCN(c2ccccc2F)CC1)C1(c2cccs2)CCOCC1	-5	9
CC(C)NC(=O)NS(=O)(=O)c1cnccc1NC1CC2CCC1C2 (stereo not drawn)	-21	60
COc1ccc(C(=O)/C=C/Nc2ccc([N+](=O)[O-])cc2)cc1	-8	5
COc1ccccc1NC(=O)N1CCC(C(=O)c2ccc(F)cc2)CC1	1	4
CCN(CC)c1ccc(/C=N/Nc2nc(C)cc(=O)[nH]2)cc1	3	-3
Cc1cc(C)cc(OCC(=O)NN2Cc3ccccc3C2=N)c1	-5	1
COc1ccc(Nc2ncccc2C(=O)O)cc1	-9	17
CCN(CC)C(=O)C1CCN(c2ncnc3c2cnn3-c2ccc(C)cc2C)CC1	35	-7
O=C(Nc1cnn(Cc2ccc(Cl)cc2)c1)C1CCCC1	-4	-16
Cc1csc(-c2cnn(-c3ccccc3)c2NC(=O)c2ccc(C(F)(F)F)cc2)n1	7	-24
O=C(O)CCC(=O)N1CCc2cc(S(=O)(=O)N(CCc3ccccc3)Cc3ccccc3)ccc21	13	4
Cc1ccc(OCCSCc2nc3ccccc3[nH]2)cc1	1	-14
Fc1ccc(CSc2nnc(Cc3sc(-c4ccccc4)nc3-c3ccccc3)o2)cc1	-10	-11
CCN(CC)C(=S)Nc1cc(C(=O)OC)ccc1C(=O)OC	-1	-6
CCOc1ccccc1N(C(=O)c1snc(C(N)=O)c1N)C(C(=O)NC1CCCC1)c1ccco1 (stereo not drawn)	-28	-4
Cc1cc(C)c2nc(SCCC#N)nc(C)c2c1	21	-1
CCOC(=O)C1CC=C(Cl)CC1C(=O)Nc1nccs1 (stereo not drawn)	-7	15
COc1ccccc1-c1cc(C(=O)N2CCN(c3ccc(F)cc3)CC2)no1	-6	-26
CC(C)c1ccc2[nH]c(O)c(N=NC(=O)c3ccc(CSc4nncn4C)cc3)c2c1	9	10

Screening data from PubChem BioAssay.
